Screening results (PubChem)
HepG2 tox: HepG2 cytotoxicity, counter-screen for TGF-b inhibitors. HepG2 CAGA-GFP viability, ATP luminescence, 18 h. Potency, µM (highest dose often 46.1 µM), for the others: top-dose activity change, negative = cytotoxicity, usual class: cytotoxic. actives 0.76% (n = 410,000); further: potency means the concentration at half of the fitted maximal effect; some results filed as inactive show a strong effect at the top dose
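CellTiter-Glo luminescence gave cytotoxicity after 18 hours at 37 degrees C. The cells were HepG2 CAGA-GFP in 1% FBS DMEM, stimulated with 500 pg/mL TGF-beta after compound addition. %Activity was normalised to no-cell wells (complete cell-killing) and DMSO (no toxicity), and curves were fitted and classified.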
S2 tox: cell viability loss in ATXN counter-screen | S2 cells (HEK-293 line with an ATXN2-luciferase reporter) viability, CellTiter-Fluor protease fluorescence, 24 h | Potency, µM (top dose mostly 56.7 µM), usual class: cytotoxic | actives 0.49% (n = 400,000); further: potency means the concentration at half of the fitted maximal effect; nearly all actives have a fitted effect of over 40% in size
ATXN2 expr inh: inhibitors of ATXN2 expression; Potency, µM (series often up to 57 µM), inactives show at the top dose activity change, negative = inhibition, most hits filed as inhibitors; HEK-293 ATXN2-luciferase reporter, luminescence, 24 h; actives 0.72% (n = 360,000); AID 1745845; further: potency means the concentration at half of the fitted maximal effect; on the % scale 0 is the no-effect control and ±100 the full control effect; nearly all actives have a fitted effect of over 55% in size
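qHTS (up to 57 uM final) was run with 24 h compound exposure of reporter cells at 37 °C. Each well was multiplexed: SteadyGlo luminescence measured ATXN2-luciferase expression after a fluorogenic Gly-Phe-AFC viability readout (25 uM final).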
A549 viability: kills or reduces viability of A549 cells in Nrf2 counter-screen. A549 ARE-Fluc cells, CellTiter-Fluor viability, 18-24 h. Potency, µM (doses to about 46 µM), for inactives: at the top dose activity change, negative = cytotoxicity, hits mostly inhibitors. actives 0.16% (n = 390,000); further: potency means the concentration at half of the fitted maximal effect; on the % scale 0 is the no-effect control and ±100 the full control effect
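A549 ARE-Fluc cells in 5% FBS OPTI-MEM, 5000 cells/well, rested 2 h then exposed to compounds in concentration-response for 18-24 h at 37 °C. Viability by CellTiter-Fluor fluorescence (Ex 405/Em 525) after 30 min; luciferase luminescence (BugLite, 15 min, RT) read afterwards.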
Nrf2 block: inhibitors of Nrf2 signaling | Potency, µM (titrated, usually from 46 µM), without a hit: at the highest dose activity change, negative = inhibition, most hits filed as inhibitors | A549 ARE-Fluc reporter, luciferase luminescence, 18-24 h | actives 2.1% (n = 360,000) | AID 504444; further: potency means the concentration at half of the fitted maximal effect; on the % scale 0 is the no-effect control and ±100 the full control effect; nearly all actives have a fitted effect of over 60% in size
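In this cell-based qHTS, ARE-driven firefly luciferase in A549 cells reports Nrf2 activity; the luminescent signal after BugLite lysis is the measured value, with a prior CellTiter-Fluor read for cell health.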
EPAC2 ag: EPAC2 (human) agonism | EPAC2 activation, biochemical qHTS; response scale: 100% = 6.5 mM cAMP response | Potency, µM (highest dose often 154 µM), without a hit: at the top dose activation, hits mostly activators | AID 720711 | Q8WZA2 | actives 0.079% (n = 360,000); further: potency means the concentration at half of the fitted maximal effect; nearly all actives have a fitted effect of over 50% in size
Target sequence (Q8WZA2 whole entry, looked up): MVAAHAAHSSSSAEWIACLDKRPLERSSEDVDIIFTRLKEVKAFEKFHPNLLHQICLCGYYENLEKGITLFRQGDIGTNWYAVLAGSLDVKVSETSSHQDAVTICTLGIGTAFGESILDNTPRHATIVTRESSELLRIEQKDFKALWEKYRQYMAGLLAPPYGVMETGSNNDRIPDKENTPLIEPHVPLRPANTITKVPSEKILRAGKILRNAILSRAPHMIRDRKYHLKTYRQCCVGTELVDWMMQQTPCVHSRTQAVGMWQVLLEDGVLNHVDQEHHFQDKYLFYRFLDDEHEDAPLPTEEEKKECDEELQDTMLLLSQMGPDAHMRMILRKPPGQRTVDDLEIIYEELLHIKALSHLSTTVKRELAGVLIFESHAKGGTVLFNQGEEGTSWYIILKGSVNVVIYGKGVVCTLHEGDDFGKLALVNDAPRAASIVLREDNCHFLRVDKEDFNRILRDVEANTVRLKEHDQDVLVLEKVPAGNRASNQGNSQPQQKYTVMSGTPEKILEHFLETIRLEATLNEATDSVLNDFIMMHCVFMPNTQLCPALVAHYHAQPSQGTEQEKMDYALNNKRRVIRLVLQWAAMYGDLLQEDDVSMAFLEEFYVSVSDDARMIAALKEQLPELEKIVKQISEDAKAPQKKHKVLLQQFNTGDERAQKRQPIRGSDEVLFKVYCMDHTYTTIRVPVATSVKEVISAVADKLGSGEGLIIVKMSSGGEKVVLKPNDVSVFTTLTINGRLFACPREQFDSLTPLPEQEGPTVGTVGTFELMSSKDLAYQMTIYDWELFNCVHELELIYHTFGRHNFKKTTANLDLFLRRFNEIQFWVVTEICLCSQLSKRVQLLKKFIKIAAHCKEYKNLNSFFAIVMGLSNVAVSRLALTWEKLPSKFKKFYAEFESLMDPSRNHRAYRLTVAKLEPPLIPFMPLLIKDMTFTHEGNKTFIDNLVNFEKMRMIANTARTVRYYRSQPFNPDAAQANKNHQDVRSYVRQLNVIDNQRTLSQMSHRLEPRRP
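Compounds were added across a concentration range to EPAC2 (100 nM), RAP1B-BODIPY-GDP (250 nM) and GDP (50 uM). After 5 min at room temperature, fluorescence was recorded at 5-min intervals for 30 min.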
Nrf2 activator: activates Nrf2 signaling | AREc32 ARE-luciferase reporter (MCF7-derived line), luminescence, 24 h | Potency, µM (series often up to 46.1 µM), for the others: at the top dose activation, most hits filed as activators | actives 0.31% (n = 410,000); further: potency means the concentration at half of the fitted maximal effect; % of control where 0% means no effect; nearly all actives have a fitted effect of over 65% in size
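For detection, Steady-Glo was added and plates sat 30 min at RT; before that, AREc32_Fluc cells grown overnight in OPTI-MEM/5% FBS had been treated with 23 nL compound for 24 hr at 37 deg C.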
IL-2 act: IL-2 activation; IL-2 activation reporter assay, cell-based qHTS; stimulated with anti-CD3/CD4/CD28 beads; in transgenic mouse T cells; activation, % (series mostly up to about 46 µM); actives 0.065% (n = 360,000); in the data active means activation above about 50%; inconclusive means mostly about 30% to 49%; further: 0% is about no effect
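Readout: EGFP and DsRed signals by fluorescent plate cytometry. Unstimulated transgenic mouse T cells received compound 60 min before antibody-bead stimulation, then incubated 18 h at 37 degrees C.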
TGFb SMAD3 inh: blocks TGF-b signaling | HepG2 CAGA-GFP TGF-b/SMAD3 reporter, GFP fluorescence, 18 h; TGF-beta stimulated, 500 pg/mL final | Potency, µM (highest dose often 46.1 µM), for inactives: top-dose activity, negative = inhibition, usual class: inhibitors | actives 1.2% (n = 410,000); further: potency means the concentration at half of the fitted maximal effect; on the % scale 0 is the no-effect control and ±100 the full control effect; nearly all actives have a fitted effect of over 65% in size
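HEPG2 CAGA-GFP cells (1000/well, DMEM with 1% FBS) were pre-incubated 2 h at 37 degrees C, given compound by pin tool, then stimulated with TGF-beta at 500 pg/mL final for 18 h before per-cell GFP fluorescence imaging.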
* marks the source's active call; other numbers are inactive results; i = inactive; ? = inconclusive; . = no result given; [ ] = remark or other dose. Unless noted, the call rests on the fitted dose curve; in most records, active means well fitted curve in the direction sought with a large enough effect; inconclusive means small, poorly fitted or top-dose-only effect, or another doubt; inactive means no such curve, though single readings can be large; an effect the other way counts as inactive or inconclusive.

The line under a structure holds: S2 tox, ATXN2 expr inh, TGFb SMAD3 inh, EPAC2 ag, IL-2 act, Nrf2 activator, A549 viability, Nrf2 block, HepG2 tox
CCn1c(SCC(=O)Nc2ccccc2F)nc2c(c1=O)SC(C)C2 (centres undefined)
  ?, -2%, -5%, 4%, -1.8, -0.3%, 2%, ., 7%
O=C1CC(c2cc(F)cc(F)c2)c2cc3c(cc2N1)OCO3 (centres undefined)
  i, -21%, 1%, ., ., -0.2%, 0%, ?, -25%
COc1ccc(C)cc1S(=O)(=O)N(CC(=O)Nc1cccc([N+](=O)[O-])c1)c1ccccc1
  i, 8%, ?, -7%, -0.4, 6.4%, -1%, -6%, -13%
COc1ccc(/C=C/C(=O)NNC(=O)c2ccncc2)c(OC)c1
  i, ., -11%, 5%, -0.9, -0.5%, -2%, 7%, -14%
CC1CCc2c(C(=O)NCc3ccccn3)csc2C1 (centres undefined)
  i, 59%[activator], -1%, 4%, -1.7, 4.0%, 6%, ?, -7%
Cc1cc(N2C(=O)C(=O)/C(=C(/O)c3ccccc3)C2c2cccc(Br)c2)no1 (centres undefined)
  i, 2%, 5%, -11%, -1.2, -0.2%, 2%, 1%, 7%
C/C(CC(=O)NC1CCCCC1)=N\NC(=O)c1ccccn1
  i, -26%, -11%, 7%, -0.8, 5.3%, 7%, 11%, 0%
Cc1ccc(Cn2cc(CN(C)C3CN(Cc4cn(Cc5ccc(C)cc5)nn4)S(=O)(=O)C3)nn2)cc1 (centres undefined)
  i, -4%, ., 3%, 0.0, 0.9%, ., ., .
COc1cc(C(=O)NC(C)c2cnn(-c3ccccc3C)c2C)cc(OC)c1OC (centres undefined)
  i, ., 2%, 14%, 0.3, 2.1%, -10%, ?, 7%
O=C1CC(c2ccc(Cl)cc2)CC(O)=C1C=NCc1ccc(Cl)c(Cl)c1 (centres undefined)
  ?, ?, ?, 2%, 0.9, -0.4%, -24%, ?, -39%
CCCCCCC(C)OC(=O)Nc1cccc2ccccc12 (centres undefined)
  i, ., -2%, -6%, 5.3, -0.7%, 11%, ?, -3%
CCCNC(=O)c1cc(C2CCCCN2C(=O)c2ccc(NC(C)=O)cc2)on1 (centres undefined)
  i, 2%, 6%, 3%, 0.3, -1.0%, ., ., 12%
COC(=O)CSc1nnc(CNc2nc(-c3ccccc3)cs2)n1C
  i, 0%, 2%, 3%, 1.1, 0.1%, -7%, 6%, 0%
CS(=O)(=O)c1ccc2nc(NC(=O)CCNC(=O)c3ccc(Cl)cc3)sc2c1
  i, 45%[activator], -16%, -8%, 4.1, 2.5%, -3%, ?, 3%
COc1cc(C2C(N3C(=O)c4ccccc4C3=O)C(=O)N2c2ccc(C)c(C)c2)cc(OC)c1OC (centres undefined)
  i, 52%[activator], -1%, 3%, -2.1, 16%, 3%, ?, -14%
O=C(Nc1ccc(F)c(F)c1)c1ccc2c(c1)OCO2
  i, 21%, -4%, -9%, -1.4, 1.1%, -2%, ?, -28%
COc1cc(/C=C/C(=O)O[C@H]2[C@H](O[C@@H]3O[C@@H](C)[C@H](O)[C@@H](O)[C@H]3O)[C@@H](O)[C@H](OCCc3ccc(O)c(OC)c3)O[C@@H]2CO)ccc1O
  i, 8%, -7%, 4%, 0.5, 0.3%, -11%, -1%, 1%
COc1ccccc1C(=O)NCCn1cc(SCC(=O)Nc2nnc(C)s2)c2ccccc21
  i, -6%, 8%, -4%, -3.7, 0.1%, 2%, -2%, -34%
COc1ccc(NC(=O)c2cc(S(=O)(=O)N3CCCC3)oc2C)cc1
  i, ., 1%, 4%, 3.8, -0.1%, -5%, ?, 2%
CC(=O)c1cc(C#N)c(Oc2ccc(Cl)cc2Cl)nc1C
  i, -7%, 8%, 8%, -3.2, 0.5%, 10%, 2%, -2%
CC(=O)Oc1ccc2c3c(c(=O)oc2c1C)CCCC3
  i, -16%, 1%, 1%, -0.6, 0.2%, 4%, 4%, 20%
O=C1C2C(c3ccccc3)C=CC(c3ccccc3)C2C(=O)N1c1ccccn1 (centres undefined)
  i, 2%, 16%, 0%, -0.2, 0.4%, 0%, -7%, 40%
Cc1ccsc1C1C(C#N)=C(N)OC2=C1C(=O)CCC2 (centres undefined)
  i, 9%, -14%, -2%, -4.5, 6.8%, -1%, 4%, -4%
COc1ccc(NC(=O)C2CCCCC2)cc1S(=O)(=O)N1CCOCC1
  i, -9%, 19%, 6%, -0.2, 0.4%, 1%, -23%, -23%
COc1ccc(OC)c(C2C=C(C34CC5CC(CC(C5)C3)C4)NC(=S)N2)c1 (centres undefined)
  i, ?, ?, 7%, -4.3, 0.5%, 0%, ?, -16%
Cc1ccc(NC(=O)C2CCC(CNS(=O)(=O)c3csc(C(N)=O)c3)CC2)cc1Cl (centres undefined)
  i, -8%, -19%, ., ., -0.5%, 0%, 28%, -29%
COc1ccc(CCN2C(=O)C3C4C=CC(C4)C3C2=O)cc1OC (centres undefined)
  i, 2%, -3%, 7%, -2.4, 0.0%, -1%, ., 0%
CN(C)c1ccc(CN(C(=O)c2ccc(Cl)c([N+](=O)[O-])c2)C2CCS(=O)(=O)C2)cc1 (centres undefined)
  ?, -37%, -11%, 7%, 2.2, 4.0%, -6%, -6%, 1%
Cc1cc(NC(=O)CS(=O)(=O)c2c[nH]c3ccccc23)no1
  i, 8%, 3%, 4%, -0.6, 0.4%, -1%, 10%, 12%
Cc1cc(C(=O)Nc2ccncc2)c2ccccc2n1
  i, 2%, 7%, 4%, -2.2, -0.5%, 4%, -2%, 3%

Another view of four compounds above:
compound | S2 tox | ATXN2 expr inh | TGFb SMAD3 inh | EPAC2 ag | IL-2 act | Nrf2 activator | A549 viability | Nrf2 block | HepG2 tox
COc1ccc(C)cc1S(=O)(=O)N(CC(=O)Nc1cccc([N+](=O)[O-])c1)c1ccccc1 | i | 8% | ? | -7% | -0.4 | 6.4% | -1% | -6% | -13%
COc1ccc(/C=C/C(=O)NNC(=O)c2ccncc2)c(OC)c1 | i | . | -11% | 5% | -0.9 | -0.5% | -2% | 7% | -14%
CC1CCc2c(C(=O)NCc3ccccn3)csc2C1 (centres undefined) | i | 59%[activator] | -1% | 4% | -1.7 | 4.0% | 6% | ? | -7%
Cc1cc(N2C(=O)C(=O)/C(=C(/O)c3ccccc3)C2c2cccc(Br)c2)no1 (centres undefined) | i | 2% | 5% | -11% | -1.2 | -0.2% | 2% | 1% | 7%

More results follow.
The line under a structure holds: S2 tox, ATXN2 expr inh, TGFb SMAD3 inh, EPAC2 ag, IL-2 act, Nrf2 activator, A549 viability, Nrf2 block, HepG2 tox
CC1CC(C)C[N+](=C2C=C(N3CCCC3)CC(C)(C)C2)C1 (centres undefined)
  ?, ?, ?, 6%, -0.8, -0.2%, ?, 5.2µM*, -46%
COc1ccc2oc(C(=O)OCC(=O)NCc3ccc(OC)c(OC)c3)c(C)c2c1
  i, -31%, -6%, -8%, -2.1, -0.2%, -13%, ?, -11%
COC(=O)C1CSC(C(=O)OC)N1C(=O)Nc1ccc(Cl)cc1 (centres undefined)
  i, 0%, -4%, -10%, 1.5, -0.4%, -4%, ., -1%
C=CCOC(=O)c1c(C)nc2cc3c(cc2c1C)OCO3
  i, 53%[activator], -18%, -6%, 0.5, 0.8%, -1%, 2%, -14%
COc1ccc(NC(=O)C2CCN(C(=O)c3sc4nc[nH]c(=O)c4c3C)CC2)cc1Cl
  ., ., -22%, ., ., 9.1%, 14%, ., -27%
Cc1nc2ccc(-c3nc4ccccc4o3)cc2[nH]1
  i, 69%[activator], -8%, 9%, -3.2, -0.5%, -10%, ?, -10%
CCC(=O)Nc1ccc(C(=O)NCCCn2ccnc2)cc1
  i, 0%, -15%, 11%, -0.4, -0.6%, 6%, -12%, 13%
COc1ccc(-c2csc(Nc3ncccc3C)n2)cc1
  ?, 130%[activator], 0%, 19%, 4.5, 4.5%, -6%, ?, 6%
CCn1c(=S)[nH]c2scc(-c3cccs3)c2c1=O
  i, 0%[11.3 µM], ?, -1%, -0.9, -0.4%, -1%, ?, -49%
O=C(CNC(=O)c1ccc(Cl)cc1Cl)OCC(=O)N1CCN(c2ccccc2)CC1
  i, -1%, -9%, 7%, -2.1, -0.4%, 8%, -6%, -31%
O=C(c1ccc(O)cc1)c1ccc(C(=O)c2ccc(O)cc2)cc1
  i, 1%, ?, -5%, -0.2, 3.5%, -2%, ?, -1%
O=C(CN1N=C(C(F)(F)F)CC1(O)c1ccc([N+](=O)[O-])cc1)c1ccccc1 (centres undefined)
  i, 4%, -3%, 9%, -1.8, -0.4%, 2%, 11%, -14%
COC(=O)C1CCN(C(=O)C2CC(=O)N(c3ccc(C)c(Cl)c3)C2)CC1 (centres undefined)
  i, 7%, -22%, 1%, -2.5, 0.0%, 0%, 3%, -7%
COc1ccc(CNC(=O)CN(CC2CCCO2)C(=O)CNS(=O)(=O)c2ccccc2)cc1 (centres undefined)
  i, -9%, -3%, 4%, 0.0, -0.4%, -4%, ., -22%
COc1ccccc1CC(=O)N1CCN(c2ccccn2)CC1
  i, 7%, 4%, 2%, 0.8, -1.0%, 3%, -2%, 8%
COc1ccccc1CNc1nc(S(=O)(=O)c2ccccc2)c(Cl)s1
  i, 0%, 1%, 4%, -2.8, 0.3%, 1%, -12%, -4%
COc1cc(Cl)c(CNC[C@H]2O[C@@H](n3cnc4c(N)ncnc43)[C@H](O)[C@@H]2O)c(Cl)c1O
  i, 6%, 0%, 4%, 2.3, -0.6%, 3%, -18%, 1%
C=CCOc1ccccc1CN1CCN(CCc2ccccc2)C(CCO)C1 (centres undefined)
  i, 0%, 20%, -4%, 0.5, 4.1%, -5%, 6%, -23%
COC(=O)CSc1nnc(-c2cnccn2)n1C
  i, 9%, -10%, -3%, -0.1, -0.3%, -2%, ., 4%
Cc1cc(C)n(CCN(C)C(=O)C2CCC(=O)N(CCN3CCOCC3)C2)n1 (centres undefined)
  i, 8%, 29%, 11%, 2.6, 0.1%, 0%, 4%, 4%
